DUSP3 inh = VHR1 phosphatase inhibitors, primary screen, biochemical, colorimetric, HTS | 0.7% of 50,000 active | recombinant VHR phosphatase, colorimetric substrate read-out | inhibition, % at 20 µM | AID 1992, 2009; in the data active = inhibition above about 60%; also: some results filed as inactive read as strong as hits
Target sequence (P51452 whole entry, looked up): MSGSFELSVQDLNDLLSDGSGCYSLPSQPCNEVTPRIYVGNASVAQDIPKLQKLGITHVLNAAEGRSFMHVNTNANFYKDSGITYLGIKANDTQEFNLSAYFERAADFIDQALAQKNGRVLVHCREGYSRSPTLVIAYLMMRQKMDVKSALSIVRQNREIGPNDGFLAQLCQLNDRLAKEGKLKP
Active calls of the source: *. Only part of the results is shown (hit frequency here may not be typical).

structure	DUSP3 inh
COc1ccc(/C=C2\SC(=S)N(CCCC(=O)Nc3ccccc3)C2=O)cc1	-22.8
Cc1nn(C(=O)c2ccnn2C)c(C)c1Br	7.5
CSc1nnc(-c2ccccc2)c(-c2ccccc2)n1	-3.3
Ic1cccc(/C=N/n2cnnc2)c1	5.5
O=C(O)c1cc(-c2ccc(Cl)cc2)nc2ccc(Br)cc12	2.4
O=C(NC12CC3CC(CC(C3)C1)C2)c1ccc(F)cc1	-15.2
O=C(/C=C/c1ccccc1)NC(=S)Nc1cccnc1	-5.2
CC1=C(C(=O)OC2CCCCCC2)C(c2ccccc2)NC(=O)N1 (centres undefined)	-11.2
CCC(=O)N1N=C2c3cc(OC)ccc3CCC2C1c1ccc(F)cc1 (centres undefined)	-30.1
O=c1[nH]c(Nc2nc3ccccc3o2)nc2ccccc12	5.4

A different layout for part of the listing above:
O=c1[nH]c(Nc2nc3ccccc3o2)nc2ccccc12
  DUSP3 inh: 5.4

COc1ccc(/C=C2\SC(=S)N(CCCC(=O)Nc3ccccc3)C2=O)cc1
  DUSP3 inh: -22.8

Other structures follow:
structure	DUSP3 inh
CC1=C(C(=O)OC(C)C(C)(C)C)C(c2ccc(Cl)cc2)NC(=O)N1 (centres undefined)	4.2
Cc1c(Br)c(C(F)(F)F)nn1CC(=O)Nc1cccc(O)c1	-12.4
Cc1onc(-c2ccccc2Cl)c1C(=O)N(Cc1ccccc1)C(C)C	-28.8
COc1cccc(OC)c1C(=O)Nc1cc(C(F)(F)F)ccc1Cl	-27.3
Cc1ccc(-c2ccc(OCC(=O)NC(C)c3ccccc3)cc2)cc1 (centres undefined)	1.7
COc1ccc(S(=O)(=O)N(CC(=O)NCCc2ccccc2)Cc2ccccc2)cc1	-20.7
COc1ccc(-c2cc(-c3ccc(Cl)cc3)c(C#N)c(N)n2)cc1	-14.4
O=C(Nc1ccccc1)C1CCCN1C1CCCCC1 (centres undefined)	-25.4
C(#Cc1ccccc1)CN1CCOCC1	-5.8
COc1ccccc1C(=O)NN1C(=O)/C(=C2/C(=O)N(CC(=O)O)c3ccccc32)SC1=S	-13.1
Cc1nc2c(Cl)cccc2c2c1CC(C(C)(Cl)Br)O2 (centres undefined)	-0.5
Cc1cc(C)cc(NC2=C(Cl)C(=O)N(c3ccc(Br)cc3)C2=O)c1	-9.0
COc1cc(/C=C2\C=C(c3ccc(Cl)cc3)OC2=O)c([N+](=O)[O-])cc1OC	-6.6
C=CCn1c2ccccc2n2cc(-c3cccs3)nc12	-13.2
O=C(Cc1ccccc1)Nc1ccc(OC(F)F)cc1	-37.9
CC(=O)Nc1ccc(N2C(=O)c3cccc4c([N+](=O)[O-])ccc(c34)C2=O)cc1	-55.1
O=P(c1ccccc1)(c1ccccc1)C(O)c1ccco1 (centres undefined)	-3.0
CCOC(=O)c1c(C)nc(C)c(C(=O)OCC)c1-c1cccc(NC(=O)c2ccc(F)cc2)c1	26.4
Cc1ccc(NCC(=O)N/N=C\c2cc(Cl)ccc2O)cc1	-4.6
CCc1ccc(OCC(=O)Nc2cccc(S(N)(=O)=O)c2)cc1	6.0
O=C(/C=C/c1ccccc1)Nc1ccc(Cl)cc1Cl	-7.2
COc1cc(/C=N/NC(=O)CNC(=O)/C=C/c2ccco2)ccc1O	-3.7
COc1cccc(-c2csc(-c3cc4cccc(OC)c4oc3=O)n2)c1	22.8
CC(=O)Nc1ccc2oc(-c3ccc(Cl)cc3)nc2c1	-2.8
Cc1ccc(NC(=O)/C=C/c2ccccc2)c([N+](=O)[O-])c1	-10.0
Cc1ccc2c(Cl)c(C(=O)N3CCN(C)CC3)sc2c1	8.3
Cc1cc(NC(=O)C(C)C)ccc1NC(=O)c1cccs1	7.8
O=c1[nH]cnc(O)c1C(c1ccc(F)cc1)c1c(O)nc[nH]c1=O	-11.6
Cc1nn(Cc2ccccc2)c(N)c1-c1ccccc1	-22.5
C/C(=N\N)C1(O)CCC2C3CCC4=C/C(=N\N)CCC4(C)C3CCC21C (centres undefined)	14.8
COc1ccc(/C=C/C(=O)Nc2ccc(C)c([N+](=O)[O-])c2)cc1OC	-13.8
CCN1C(=O)/C(=C\c2cn(CCOc3ccccc3C)c3ccccc23)SC1=S	1.2
O=C(/C=C/c1ccc2c(c1)OCO2)n1nnc2ccccc21	-15.5
O=C(COc1ccc2ccccc2c1)N1CCN(C(=O)c2cccs2)CC1	-11.2
COc1ccccc1NC(=S)NC(=O)c1ccc(Cl)cc1	-7.0
COc1ccc(S(=O)(=O)N2CCN(c3ccc(Cl)cc3)CC2)cc1	-4.8
CCOc1ccc(-c2cc(C(=O)Nc3ncn[nH]3)c3ccccc3n2)cc1	-1.6
Cc1cc(C(=O)Nc2cccc(C)c2C)ccc1[N+](=O)[O-]	-8.7
CCOc1cc(Br)c(/C=C2\C(=O)NC(=O)N(c3ccc(Cl)cc3)C2=O)cc1OC	-10.6
CCOC(=O)CCCSc1nc2sc(C)c(C)c2c(=O)n1-c1ccccc1	-13.2
CCCCOC(=O)c1ccc2c(c1)C1C=CCC1C(c1cccc([N+](=O)[O-])c1)N2 (centres undefined)	3.4
COc1ccc(/C=N/n2cn[nH]c2=S)cc1OC	-11.2
O=C(Nc1ccccc1)NC1CCCCC1	-2.6
CN(C)c1ccc(/C=C2/SC(N3CCOCC3)=NC2=O)cc1	4.4
Cc1ccc(N2C(=O)/C(=C/c3cccs3)SC2=S)cc1C	-4.8
Cc1c(NC(=O)c2cccc(I)c2)cccc1-c1nc2ccccc2o1	-4.1
CCOC(=O)c1c(NC(=O)Cc2ccc(OC)cc2)sc(C(=O)Nc2ccc(C)c(Cl)c2)c1C	-12.0
Cc1cccc(C)c1NC(=O)C1CCCNC1 (centres undefined)	9.2
Cc1ccc2nsnc2c1NC(=O)/C=C/c1cccc([N+](=O)[O-])c1	-5.5
COc1ccc(C2(CC(=O)O)CCOC(C)(C)C2)cc1 (centres undefined)	-6.2

The list goes on:
structure	DUSP3 inh
C=C(C)COc1ccc2c(-c3ccccc3)cc(=O)oc2c1	-22.5
CCc1cccc(C)c1NC(=O)c1cccc(C)c1	-23.4
COC(=O)c1cc(NC(=O)COc2ccccc2[N+](=O)[O-])cc(C(=O)OC)c1	0.1
COc1ccc(NC(=O)c2cccnc2)cc1OC	7.4
Cc1cccc(OC(=O)Nc2ccc(Cl)cc2)c1	-1.7
C=CCNC(=O)c1ccc(C(C)(C)C)cc1	-33.0
COc1c(O)ccc(/C=N/NC(=O)COc2c(Br)cc(Br)cc2Br)c1[N+](=O)[O-]	-10.5
O=C(c1cccnc1)N1CCC(Cc2ccccc2)CC1	-34.2
Cc1cccc(N2C(=O)/C(=C/c3ccc(N(C)C)cc3)SC2=S)c1	3.5
COc1ccc(S(=O)(=O)N2CCN(Cc3ccc(Cl)cc3)CC2)cc1	-16.6
CC(=O)/C=C/c1ccc(-c2cc(Cl)ccc2Cl)o1	-5.4
Cn1/c(=N/N=C/c2ccncc2)sc2ccccc21	0.1
Cc1cc(C)cc(N(CC(=O)Nc2ccc3c(c2)OCO3)S(=O)(=O)c2ccccc2)c1	-9.4
CCOc1ccc(C(=O)Nc2ccc(-c3nc4ccc(C)cc4s3)cc2)cc1	-13.8
CCN(CC)CCSc1nc2sc3c(c2c(=O)n1-c1ccc(C)cc1)CCCC3	27.2
CCC(C(=O)O)P(=O)(c1ccccc1)c1ccccc1 (centres undefined)	19.6
Cc1c(Cl)cccc1NC(=O)C(=O)NCCCO	-18.2
COc1ccccc1N1CCN(/N=C\c2cccc(OC)c2O)CC1	0.8
C=CCc1cc(/C=C2\C(=O)NC(=O)N(c3ccc(Cl)cc3)C2=O)cc(OC)c1OCC(=O)O	-17.2
COc1ccc(C(=O)NCC2(c3ccccc3)CCCC2)cc1	-6.5

Next part:
| canonical_smiles | DUSP3 inh |
| --- | --- |
| CCSc1nc(NN)c2c3c(sc2n1)CN(C)CC3 | 31.8 |
| CC1=CC(C)(C)N(Cc2ccc([N+](=O)[O-])cc2)c2ccc(C)cc21 | 1.3 |
| CCc1c(C)nc2c(C)c(-c3ccc(C)cc3)[nH]n2c1=O | -11.3 |
| Cn1c(O)c(C=NCc2ccc(Cl)c(Cl)c2)c(=O)n(C)c1=O | 0.6 |
| CCN(CC)c1ccc(/C=N/NC(=O)c2cc(-c3ccc(Cl)cc3)n[nH]2)cc1 | -10.4 |
| Cc1nn(C2CCCCC2)c(N)c1-c1ccccc1 | 0.9 |
| O=c1nc(SCc2ccccc2Cl)sc2ccccc12 | -2.9 |
| CC(=O)/C=C(\C)NC(=O)c1sc2ccccc2c1Cl | -6.8 |
| O=C(/C=C/c1ccccc1)n1nnc2ccccc21 | -31.6 |
| COc1ccc(NC(=O)CN(c2ccc(Br)cc2)S(C)(=O)=O)cc1 | -11.5 |
| COc1ccccc1CN1CCN(Cc2ccco2)CC1 | -14.2 |
| NCCCSc1nc2c(c(=O)n1Cc1ccccc1)C1(CCCCC1)Cc1ccccc1-2 | 90.9 |
| CCN(CC)c1ccc(C=Nc2ccc(I)cc2)c(O)c1 | -1.8 |
| Cc1ccc(C(=O)N/C(=C/c2ccc(Br)cc2)C(=O)NCC(=O)O)cc1 | -18.4 |
| CN1C(=O)C(=Cc2ccc(N(C)C)c(Br)c2)C(=O)N(C)C1=O | -18.3 |
| O=[N+]([O-])c1cc(Cl)ccc1N1CCN(CCO)CC1 | -16.4 |
| CCOC(=O)c1ccc(NC(=O)c2cc(Cl)ccc2Cl)cc1 | -12.3 |
| CCOC(=O)C(C)Oc1ccc2c(=O)c(-c3ccccc3OC)coc2c1 (centres undefined) | -18.4 |
| COC(OC)c1cn(-c2ccccc2)nc1-c1ccccc1 | -21.5 |
| COc1ccc(NC(=O)O/N=C\c2ccc(N(C)C)cc2)cc1 | -2.7 |
| Oc1ccc(/C=N/Nc2cc(N3CCCC3)nc(N3CCCC3)n2)cc1O | 102.0 |
| Cc1ccc2c(C)nc(Nc3nc(-c4ccccc4)cc(=O)[nH]3)nc2c1 | 2.9 |
| COc1ccc(NC(=O)c2cc3n(n2)C(C(F)(F)F)CC(c2ccco2)N3)c(OC)c1 (centres undefined) | 9.1 |
| O=C1C2C3C=CC(CC3)C2C(=O)N1/N=C/c1cccs1 (centres undefined) | 3.5 |
| COc1cc2c(cc1NC(=O)CCC1CCCC1)oc1ccccc12 | -1.8 |
| O=[N+]([O-])c1ccc(Cl)c(/C=N/Nc2nc3ccccc3s2)c1 | -8.9 |
| Cc1c(C(=O)NS(=O)(=O)c2ccccc2Cl)c(=O)n(-c2ccccc2)n1C | -12.3 |
| CCOC(=O)C(CCOCCOc1cc(C)c(Cl)c(C)c1)C(=O)OCC | -27.5 |
| Cc1cc(C(=O)N/N=C/c2ccc(Br)c([N+](=O)[O-])c2)n[nH]1 | -1.6 |
| O=C1NC(=O)C(=Cc2ccc(O)c(O)c2)C(=O)N1 | -22.4 |
| O=[N+]([O-])c1cc2c(cc1C=Nc1ccc(F)cc1)OCO2 | 2.9 |
| O=C(COc1ccccc1Cl)NNC(=O)c1ccccc1I | -9.6 |
| O=C1N/C(=C\c2ccc(O)cc2)C(O)=C1C=NCc1ccccc1 | 2.0 |
| COC(=O)c1ccc(C(c2ccc(C(=O)OC)cc2)(C(F)(F)F)C(F)(F)F)cc1 | -7.3 |
| Cc1ccc(N2CCN(C(=S)c3ccc(-c4cccc([N+](=O)[O-])c4)o3)CC2)cc1 | 90.9* |
| CCOc1ccc(N2C(=O)/C(=C/c3ccc(C(=O)O)cc3)SC2=S)cc1 | 2.6 |
| O=C1C(=O)N(c2nccs2)C(c2cccc(Br)c2)/C1=C(\O)c1ccc(Cl)cc1 (centres undefined) | -31.2 |
| Cc1ccc(OCC(=O)N/N=C\c2ccc(-c3ccc([N+](=O)[O-])cc3)o2)cc1 | -15.4 |
| CC(=O)C1=C(O)C(=O)N(CCN2CCNCC2)C1c1cccc(F)c1 (centres undefined) | 12.1 |
| CCOc1ccc(NC(=O)c2sc3ccccc3c2Cl)c([N+](=O)[O-])c1 | -14.3 |

Among those listed so far, these contain a CF3 group:
| canonical_smiles | DUSP3 inh |
| --- | --- |
| Cc1c(Br)c(C(F)(F)F)nn1CC(=O)Nc1cccc(O)c1 | -12.4 |
| COc1cccc(OC)c1C(=O)Nc1cc(C(F)(F)F)ccc1Cl | -27.3 |
| COc1ccc(NC(=O)c2cc3n(n2)C(C(F)(F)F)CC(c2ccco2)N3)c(OC)c1 (centres undefined) | 9.1 |
| COC(=O)c1ccc(C(c2ccc(C(=O)OC)cc2)(C(F)(F)F)C(F)(F)F)cc1 | -7.3 |

Shown as labelled records: entries from further up.
> COc1ccc(NC(=O)O/N=C\c2ccc(N(C)C)cc2)cc1
  DUSP3 inh: -2.7

> CCOc1cc(Br)c(/C=C2\C(=O)NC(=O)N(c3ccc(Cl)cc3)C2=O)cc1OC
  DUSP3 inh: -10.6

> COC(=O)c1ccc(C(c2ccc(C(=O)OC)cc2)(C(F)(F)F)C(F)(F)F)cc1
  DUSP3 inh: -7.3

Additional entries:
| canonical_smiles | DUSP3 inh |
| --- | --- |
| Cc1ccc(N(CC(=O)Nc2cccc3cccnc23)S(=O)(=O)c2ccc(C)cc2)cc1 | -11.6 |
| c1ccc(-c2n[nH]c(C3COc4ccccc4O3)c2-c2nc3ccccc3[nH]2)cc1 (centres undefined) | 15.1 |
| CCC(=O)NC(Nc1ccc(F)c(Cl)c1)(C(F)(F)F)C(F)(F)F | -5.4 |
| O=C1NC(=O)N(c2ccccc2)C(=O)/C1=C\c1ccc(-c2ccc([N+](=O)[O-])cc2)o1 | -7.5 |
| CC(=O)C1=C(O)C(=O)N(CCN2CCNCC2)C1c1ccc(Br)cc1 (centres undefined) | -1.8 |
| COc1cccc(CN2CCN(Cc3ccccc3[N+](=O)[O-])CC2)c1OC | -9.8 |
| Cc1ccc(N2NC(=O)/C(=C/c3ccc4c(c3)OCO4)C2=O)cc1Cl | -13.4 |
| O=C(/C=C/c1ccccc1)NC(=S)Nc1cc(Cl)ccc1Cl | -17.7 |
| CCc1ccc(/C(C)=N/Nc2nc(-c3ccccc3)nc(C)c2C)cc1 | -9.2 |
| COc1cc(C2/C(=C(\O)c3ccccc3)C(=O)C(=O)N2c2cccnc2)ccc1O (centres undefined) | -8.9 |
| O=c1/c(=C/c2cccc(Br)c2)sc2nc3cc(Br)cnc3n12 | -18.2 |

Assay outcomes: PubChem BioAssay, Sanford-Burnham Center for Chemical Genomics
